HCT116 PTEN-null: suppresses growth of cells with PTEN deletion. HCT116 PTEN-null viability, CellTiter-Glo, 60 h; stronger effect = lower value. viability, % at 10 µM. 1.2% of 140,000 active;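 active = viability at or below a set limit, 4 SD under the median of all tested compounds, cut at about 3.7% in these data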;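 also: PTEN knockout HCT116 line with beta catenin targeted HCT116 as companion control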
E-sel TNF inh: blocks E-selectin expression induced by TNF alpha; HUVEC TNFa-induced E-selectin immunofluorescence, high content; inhibition, % at 2 µM; 0.71% of 120,000 active; AID 1246;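 active = inhibition above the batch mean plus 3 SD, and confirmed as a hit on visual image review, cut at about 43% in these data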;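 also: 0% = TNF-stimulated DMSO wells and 100% = unstimulated control wells; not every result past the cut was called active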
Yeast lifespan up: extends the lifespan of yeast | S. cerevisiae growth with nicotinamide, OD615; deaD strain in restrictive glucose medium | inhibition of the nicotinamide effect, % at 10 µM | 0.68% of 130,000 active | AID 775;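 active = inhibition above a set limit, placed 3 SD over the median of all compounds, cut at about 26% in these data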;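 also: 0% = nicotinamide-treated wells and 100% = cells grown without nicotinamide; some compounds called inactive have numbers as strong as hits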
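assay system = DeaD-strain S. cerevisiae | measured by = absorbance at 615 nm | probe or stimulus = nicotinamide 1.5 mM | buffer or medium = CSMM-D glucose medium, restrictive | times = 48 h at 30 °C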
Phagocyt inh: inhibitors of macrophage phagocytosis. J774A.1 macrophage IgG-bead phagocytosis, imaging. inhibition, % at 5 µM. 0.07% of 110,000 active. AID 1029;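 active = inhibition above the mean of the plate negative controls plus 5 SD, cut at about 13% in these data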;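 also: phagocytic index as fraction of beads internalized from green versus red external bead signal; plate controls were DMSO negative control for no effect and cytochalasin-D positive control for full effect; some results beyond the cut were filed as inactive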
MRP-1 activ: activates MRP-1. H69AR cells + doxorubicin, viability rescue, CellTiter-Glo. viability increase, % at 10 µM. 0.61% of 140,000 active. AID 799;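 active = viability gain under doxorubicin at or above a set limit, the compound median plus 3 SD, cut at about 4.7% in these data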;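 also: MRP-1 overexpressing cells given doxorubicin 25 µM after compound pretreatment; 18-22 h compound pretreatment then 72 h with doxorubicin before readout; 0% = doxorubicin-only wells and 100% = vehicle-treated cells without doxorubicin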
bCat KO growth: beta-catenin-lacking colon tumor cell growth suppression; viability, % at 10 µM; HCT116 beta-catenin knockout viability, CellTiter-Glo, 60 h; stronger effect = lower value; AID 818; 1.5% of 140,000 active;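 active = viability at or under a set limit, the compound median less 4 SD, cut at about 6% in these data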;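 also: 0% = Hyamine 1622 control at 20 µM and 100% = untreated cell control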
Yeast growth inh: reduces growth of yeast BB579 in restrictive medium; 0.51% of 140,000 active; inhibition, % at 10 µM; S. cerevisiae BB579 growth, OD615, 48 h;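 active = inhibition above a set limit, 3 SD over the mean compound inhibition, cut at about 44% in these data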; also: inactives centre near -24
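Assay system – yeast BB579 (DeaD) · Dosing – single compound dose of 10 µM, 0.25% DMSO final · Detection – OD615 turbidity measurement · Buffer or medium – CSMM-D restrictive synthetic medium containing dextrose (glucose) · Benchmarks – positive control amphotericin B 10 µg/mL · Incubation – 48 h exposure, 30 °C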
Measles CPE: protection of cells from measles virus | Measles virus-infected cells, CPE protection, absorbance | 1.5% of 140,000 active | protection (pct of control), % at 4 µM; in the data active = protection mostly above about 24%, no sharp cut-off; inactive = mostly below about 26%; also: some compounds called inactive have numbers as strong as hits
GALR2 antag: GALR2 (human) receptor antagonism; O43603; GALR2-expressing cells, antagonist mode; inhibition, % at 4 µM; 0.39% of 140,000 active; AID 828; in the data active = inhibition above about 27%;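 also: cells stimulated with galanin 1-16 at roughly its EC80; 0% = agonist challenge control and 100% = basal control without agonist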
Target sequence (O43603 whole entry, looked up): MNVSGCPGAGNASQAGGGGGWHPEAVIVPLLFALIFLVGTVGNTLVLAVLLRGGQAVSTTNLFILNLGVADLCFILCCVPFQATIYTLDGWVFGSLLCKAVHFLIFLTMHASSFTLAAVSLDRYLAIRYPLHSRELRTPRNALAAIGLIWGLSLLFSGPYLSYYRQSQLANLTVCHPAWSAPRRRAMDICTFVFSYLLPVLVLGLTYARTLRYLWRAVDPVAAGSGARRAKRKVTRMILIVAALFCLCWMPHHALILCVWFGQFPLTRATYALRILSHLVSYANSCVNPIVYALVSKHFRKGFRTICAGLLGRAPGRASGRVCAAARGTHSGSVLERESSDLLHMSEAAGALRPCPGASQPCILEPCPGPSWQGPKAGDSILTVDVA
NPY-Y2 antag: antagonists of human neuropeptide Y receptor Y2; NPY-Y2 expressing cells, antagonist mode; inhibition, % at 2.7 µM; 0.99% of 140,000 active; in the data active = inhibition above about 17%;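 also: 0% = vehicle with agonist challenge and 100% = reference antagonist with challenge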
Target sequence (P49146 whole entry, looked up): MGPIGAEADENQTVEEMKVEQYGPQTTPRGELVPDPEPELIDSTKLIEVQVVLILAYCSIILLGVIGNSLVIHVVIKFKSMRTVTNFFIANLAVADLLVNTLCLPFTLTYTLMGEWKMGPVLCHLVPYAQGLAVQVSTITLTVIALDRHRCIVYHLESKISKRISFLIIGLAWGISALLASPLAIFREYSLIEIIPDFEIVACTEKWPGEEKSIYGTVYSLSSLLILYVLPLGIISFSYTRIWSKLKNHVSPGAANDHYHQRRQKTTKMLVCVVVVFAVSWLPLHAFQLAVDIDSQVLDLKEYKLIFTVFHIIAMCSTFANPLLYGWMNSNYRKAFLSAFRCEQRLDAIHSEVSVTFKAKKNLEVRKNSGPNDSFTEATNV
Active calls of the source: *; / = no result given. This is a random part of the collection, and some 6.1% of all compounds hit somewhere here.

SMILES | HCT116 PTEN-null | E-sel TNF inh | Yeast lifespan up | Phagocyt inh | MRP-1 activ | bCat KO growth | Yeast growth inh | Measles CPE | GALR2 antag | NPY-Y2 antag
COC(=O)c1cc(NC(=O)CC2C(=O)NCCN2C(=O)c2ccccc2)cc(C(=O)OC)c1 (stereo not given) | 105 | -9 | -3 | 1 | 0.2 | 102 | -38 | 4 | -1 | 5
Nc1[nH]ncc1C(=O)Nc1cccc(C(F)(F)F)c1 | 95 | 31 | -9 | 1 | -1.6 | 91 | -21 | 23 | -1 | -1
Cc1ccc(NCN2C(=O)c3ccccc3C2=O)c(C)c1 | 96 | 17 | -21 | 2 | -2.2 | 105 | -44 | 7 | 10 | 2
Cc1ccc(S(=O)(=O)C(CCC(=O)N2CCOCC2)S(=O)(=O)c2ccc(C)cc2)cc1 | 98 | / | -20 | 0 | -2.8 | 90 | -44 | 6 | -1 | 1
O=C(NNC(=O)c1cc2cc3ccccc3nc2s1)c1cccc(C(F)(F)F)c1 | 101 | -5 | -8 | / | -1.2 | 98 | -10 | 20 | -3 | 0
CC(=O)Nc1ccc(S(=O)(=O)NCc2cn3ccsc3n2)cc1 | 91 | 6 | / | / | -0.7 | 92 | -29 | 4 | -11 | 1
O=C(COC(=O)CCc1c[nH]c2ccccc12)Nc1cc([N+](=O)[O-])ccc1Cl | 105 | / | -5 | -3 | -3.8 | 83 | -32 | 24 | -10 | 8
O=c1[nH]c(NCc2ccccc2)nc2c1CCC2 | 98 | / | -3 | 2 | -0.4 | 100 | -5 | 13 | -8 | 3
CCCn1nnnc1-c1ccc(Cl)cc1 | 93 | -23 | -6 | -2 | -2.3 | 91 | 0 | 12 | 1 | 4
COc1cccc(C(=O)SC2=NCCS2)c1 | 91 | / | 2 | 0 | 1.0 | 86 | -36 | 3 | -11 | 7
COc1ccccc1N(CC(=O)NCCSc1ccccc1)S(C)(=O)=O | 92 | 3 | / | / | -1.8 | 97 | -38 | 2 | -3 | 2
Cc1ccc(S(=O)(=O)NC(CC(=O)n2nc(C)cc2C)c2ccccc2)cc1 (stereo not given) | 106 | -13 | 4 | -1 | -0.9 | 102 | -57 | 6 | -4 | 4
Cc1cccc(OCC(O)CN2CCN(C3CCCCC3)CC2)c1 (stereo not given) | 102 | / | -2 | -1 | -3.1 | 82 | -30 | 5 | 10 | 6
O=C(CN(C(=O)CSc1nc2ccccc2o1)c1ccccc1)NC1CCCCC1 | 85 | 17 | -4 | / | -2.8 | 92 | -25 | 19 | -5 | 1
COc1ccc(Cl)cc1NC(=O)CN(C)C(=O)CNC(=O)C12CC3CC(CC(C3)C1)C2 | 88 | 17 | -6 | 5 | -1.1 | 80 | -85 | 1 | 6 | 1
CC(=O)NNC(=S)NC(=O)c1cccc([N+](=O)[O-])c1 | 94 | -6 | 3 | -3 | -1.5 | 95 | -36 | 8 | 12 | 3
N#CCSCC(=O)Nc1ccc(Br)cc1 | 90 | 2 | -22 | -2 | -1.5 | 92 | -31 | 73* | -17 | 1
CCCCNC(=O)c1ccc(CNc2c(N3CCC(C(=O)OCC)CC3)c(=O)c2=O)cc1 | 87 | -34 | / | / | -2.5 | 92 | -14 | 14 | -12 | 2
Cc1ccc(OCC(=O)Nc2ccc(O)c(C(=O)O)c2)cc1C | 97 | 7 | -14 | 0 | -2.9 | 93 | -41 | 22 | 0 | 3
CCOCC(=O)Nc1c(C(=O)Nc2ccccc2OC)oc2ccccc12 | 76 | -10 | -16 | 2 | -2.8 | 87 | -16 | 4 | -9 | 3
N#C/C(=C1/CCCCCN1)c1nc2ccccc2[nH]1 | 89 | 12 | -8 | -4 | -0.6 | 93 | -16 | 20 | 2 | 0
CC(C)(C)c1nc(CN2CCOCC2)cc(CN2CCOCC2)c1O | 80 | / | -13 | -2 | -1.0 | 92 | -5 | 4 | -3 | 1
Cc1nnc(NC(=O)c2ccc(S(=O)(=O)N(C)Cc3ccccc3)cc2)o1 | 34 | / | 1 | -4 | -4.1 | 38 | -15 | 14 | 13 | 0
CCCCN(C)C(=O)c1cc2cc3ccc(OC)cc3nc2s1 | 60 | 28 | -7 | 2 | -2.5 | 68 | -36 | 3 | -4 | 3
COCCn1nnnc1C(c1cccc(C#N)c1)N1CCCCCC1 (stereo not given) | 82 | -5 | -2 | 0 | -3.3 | 90 | -14 | 5 | 4 | 0
Cc1ccc(-n2ccnc2SCC(=O)O)c(C)c1 | 87 | -9 | -6 | / | -1.7 | 92 | -46 | 10 | 4 | 3
Cc1ccc2cc(/C=C3\N=C(c4ccccc4)OC3=O)c(N3CCOCC3)nc2c1 | 92 | / | -4 | 1 | -0.5 | 101 | 5 | 4 | 5 | 3
COc1ccc(/C=C(/NC(=O)c2ccccc2)c2nc3ccccc3[nH]2)cc1OC | 98 | 6 | -3 | -1 | -1.3 | 86 | -7 | 3 | 12 | 2
CC(c1ccccc1)N1CC(C(=O)N2CCN(c3ccc(F)cc3)CC2)CC1=O (stereo not given) | 90 | -5 | -5 | -2 | -2.8 | 87 | -23 | 7 | -8 | 0
NNC(=O)[C@@H]1C[C@@H]1c1ccccc1 | 90 | / | -2 | -7 | 0.2 | 87 | -14 | 7 | -5 | 3
C/[N+]([O-])=C\c1coc2ccccc2c1=O | 112 | 12 | -12 | -1 | -0.1 | 104 | -18 | 22 | -3 | 1
c1ccc(N2CCN(c3nc(NCc4ccco4)c4ccccc4n3)CC2)cc1 | 3.1* | -23 | -24 | -1 | -4.6 | 2.4* | -19 | -1 | 10 | 19*
COc1ccccc1/C=C/C(=O)OCCN1CCOCC1 | 97 | / | -3 | -9 | 0.5 | 98 | -17 | 37 | 12 | 5
CCOc1ccccc1C(=O)OCC(=O)Nc1ccc(N2CCCCC2)cc1 | 97 | -8 | -15 | 0 | -1.5 | 93 | 13 | 13 | 15 | 4
CC/C(=N\NC(=O)c1cc(C)nc2ccccc12)c1ccc(C)s1 | 88 | / | -3 | -6 | -1.9 | 88 | -14 | 11 | 10 | 2
COc1ccccc1NC(=O)CN(Cc1ccco1)C(=O)c1ccc(-n2nc(C)cc2C)cc1 | 87 | / | -3 | -3 | -4.3 | 90 | -25 | 26 | -7 | 3
O=C(NCc1ccc(F)cc1)C1CCN(C(=O)NCc2ccccc2)CC1 | 104 | 4 | -5 | 0 | 0.7 | 96 | -5 | 9 | -5 | 4
CCC1CCCCN1C(=O)CSc1nc(N)c(NC(=O)c2ccco2)c(=O)[nH]1 (stereo not given) | 106 | 11 | -4 | 0 | -0.6 | 103 | -29 | 2 | 5 | 0
Cc1ccc(OCC(=O)N/N=C2/SCC(=O)N2Cc2ccccc2)cc1 | 87 | 1 | 2 | -11 | -1.9 | 88 | -19 | 21 | -3 | 1
O=c1oc2ccccc2c(O)c1/C=N/c1ccccn1 | 102 | -18 | 16 | -1 | -1.8 | 91 | -79 | 22 | 4 | 0
C=CCn1c(=NC(=O)CN2C(=O)CCC2=O)sc2cc(S(N)(=O)=O)ccc21 | 91 | / | 2 | -2 | -0.9 | 89 | -25 | 6 | -13 | 6
COc1ccc(C(C(=O)NC2CCCCC2)N(C(=O)c2sc(C)nc2C)c2ccc(C(C)=O)cc2)cc1 (stereo not given) | 91 | 5 | 1 | / | -1.2 | 82 | -44 | 9 | -9 | 2
CC1(C)Cc2c(sc3nc(-c4ccccc4)oc(=O)c23)CO1 | 86 | / | -2 | -7 | 3.2 | 90 | -23 | 16 | 8 | 2
CCCc1nc2n[nH]c(N)c2c2c1CCCC2 | 109 | / | -4 | -1 | -3.2 | 102 | -11 | 13 | -7 | 2
COc1ccccc1Cn1c(=S)[nH]c2cc(C(=O)N3CCN(C)CC3)ccc2c1=O | 87 | / | -20 | / | -2.8 | 92 | -4 | 15 | 5 | 2
O=C(CCNC(=O)c1ccco1)NCc1ccccc1 | 99 | 10 | -1 | 0 | -0.5 | 109 | -17 | 3 | -11 | -2
Cc1cc(NC(=O)CSC2=Nc3ccccc3C3=NC(Cc4ccccc4)C(=O)N23)n[nH]1 (stereo not given) | 106 | 2 | -12 | 1 | 0.7 | 98 | -47 | 7 | -8 | -1
CC(C)(C)C1CCc2onc(C(=O)N3CCOCC3)c2C1 (stereo not given) | 92 | -25 | -2 | -2 | 0.7 | 95 | -53 | 15 | 8 | 3
COc1nc(OC)nc(N2CCC(C(=O)NC3CCCCCC3)CC2)n1 | 105 | 7 | 1 | -2 | 0.9 | 102 | -38 | 3 | -6 | 2
CCn1c2ccccc2c2cc(NC(=O)c3cc(OC)c(OC)c(OC)c3)ccc21 | 13 | 38 | -21 | / | -4.3 | 14 | -11 | 2 | 29* | 1
Cc1cccc(OCCn2c(S(=O)(=O)O)nc3ccccc32)c1 | 102 | -15 | -18 | 3 | -0.6 | 112 | -30 | 4 | 11 | 3
COC(=O)c1ccc(CSc2nnc(C)n2N)o1 | 84 | / | 2 | -1 | -1.5 | 91 | -17 | 23 | -3 | 2
CCOC(=O)C1CCN(C(=O)CC(C)c2ccccc2)CC1 (stereo not given) | 89 | 13 | -14 | 2 | -0.4 | 105 | -4 | 16 | -4 | 1
COc1cccc(C2CC3(CC(C)(C)NC(=S)N3)Oc3cc(O)ccc32)c1 (stereo not given) | 70 | / | -2 | 1 | -0.5 | 77 | -6 | 19 | 1 | 2
O=C(CCn1ccc2ccccc21)NC1CCCc2ccccc21 (stereo not given) | 73 | 12 | -5 | 0 | -2.4 | 74 | -40 | 16 | 12 | 2
COc1cc(C(=S)N2CCCC2)cc(Cl)c1O | 113 | / | -8 | -2 | -0.9 | 106 | -62 | 2 | -1 | 1
Cc1nnc(OC(C)C)c2nn(-c3ccccc3F)c(C)c12 | 122 | -15 | -10 | 2 | 0.2 | 101 | 8 | 3 | 1 | -1
COc1cccc(/C=C/C(=O)OCC(=O)N2c3ccccc3NC(=O)C2(C)C)c1 | 100 | 1 | 4 | -2 | 0.5 | 98 | 7 | 14 | -4 | 7
COc1cccc(OC)c1C(=O)N1CCN(Cc2ccncc2)CC1 | 100 | -6 | -2 | 0 | -0.9 | 99 | -12 | 3 | -11 | 5
O=[N+]([O-])c1cc(C(F)(F)F)ccc1N1CCN(S(=O)(=O)c2ccc3c(c2)CCCC3)CC1 | 17 | / | 1 | -6 | 1.4 | 16 | -6 | 5 | 3 | 0
Cc1cc2cc(CNC(=S)Nc3ccc(OC(F)F)cc3)ccc2n1C | 78 | -19 | -2 | / | -3.1 | 80 | -13 | 5 | -3 | 3
CC1(C)CC2(CC(c3cccs3)c3cc(Cl)c(O)cc3O2)NC(=S)N1 (stereo not given) | 45 | -37 | -26 | / | -4.0 | 29 | 16 | 7 | -6 | 1

Screening results: PubChem BioAssay, several laboratories
